p53null 32C tox: qHTS Screen for Compounds that Selectively Target Cancer Cells with p53 Mutations: Cytotoxicity of p53 Null Cells at the Permissive Temperature; H1299-neo p53 null cells, ATP luminescence, 24 h, 32C; 55,000 compounds, 0.62% hits; Potency, µM (doses to about 46.1 µM), for inactives: at the highest dose activity change, negative = cytotoxicity, actives largely listed as cytotoxic;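 further: potency means the concentration at half of the fitted maximal effect; 0% = DMSO only and -100% = full killing by 100 µM tamoxifen; nearly all actives have a fitted effect of over 55% in size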
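ATP-content luminescence in p53-null H1299-neo cells after 24 h compound exposure (up to 46 uM) at 32C permissive temperature; 0% and 100% killing set by DMSO and 100 uM tamoxifen; Hill-equation AC50.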
B2AR arrestin ag: qHTS assay of beta-arrestin-biased ligands of beta2-adrenergic receptor: NCGC Sytravon Library Screen. Potency, µM (top dose mostly 46.1 µM), inactives show at the top dose activation, usual class: activators. 44,000 tested, under 10 active. Beta-2 adrenergic receptor (Homo sapiens), P07550. HTLA Tango cells, beta-arrestin recruitment, luciferase luminescence, 18 h;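 further: potency means the concentration at half of the fitted maximal effect; 0% = DMSO and full agonism = EC100 isoproterenol or metaproterenol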
Target sequence (P07550 whole entry, looked up): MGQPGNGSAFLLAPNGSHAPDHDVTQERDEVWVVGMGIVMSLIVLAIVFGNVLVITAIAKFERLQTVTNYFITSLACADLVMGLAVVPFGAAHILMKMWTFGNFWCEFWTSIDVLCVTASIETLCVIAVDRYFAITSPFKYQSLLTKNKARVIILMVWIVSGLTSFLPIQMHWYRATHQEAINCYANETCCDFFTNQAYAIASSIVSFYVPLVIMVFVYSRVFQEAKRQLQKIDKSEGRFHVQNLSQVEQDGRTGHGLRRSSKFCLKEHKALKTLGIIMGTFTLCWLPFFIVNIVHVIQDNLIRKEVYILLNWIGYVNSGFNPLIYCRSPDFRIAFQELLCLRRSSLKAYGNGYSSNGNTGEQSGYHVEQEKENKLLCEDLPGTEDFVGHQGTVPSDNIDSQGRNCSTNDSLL
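Tango cells (recombinant beta2-AR, beta-arrestin, tTA-driven luciferase), 1500/well in DMEM 1% FBS, treated 18 h at 37 °C with compounds up to 46 µM; luciferin mix added, luminescence read after 15 min; %activity curves fitted and curve-classed.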
p53null 39C tox: qHTS Screen for Compounds that Selectively Target Cancer Cells with p53 Mutations: Cytotoxicity of p53 Null Cells at the Nonpermissive Temperature | Potency, µM (doses to about 46.1 µM), without a hit: top-dose activity, negative = cell killing, most hits filed as cytotoxic | H1299 p53-null (neo) cells, 39C, ATPlite viability, 24 h | 55,000 compounds, 0.97% hits;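 further: potency means the concentration at half of the fitted maximal effect; 0% = DMSO only and -100% = full killing by 100 µM tamoxifen; nearly all actives have a fitted effect of over 50% in size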
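ATP-luminescence viability readout (ATPlite, 20 min RT) after 24 hr compound treatment at 39C of H1299-neo or H1299-p53A138V cells; titration up to 46 uM; normalized to DMSO and 100 uM tamoxifen; Hill-fit AC50.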
FH mod: Identification of activators of human fumarate hydratase by quantitative high-throughput screening; FH coupled MDH/diaphorase resazurin fluorescence, 15 min; Potency, µM (doses to about 79.9 µM), for the others: at the highest dose activity change, negative = inhibition, most hits filed as inhibitors; 54,000 compounds, 0.22% hits; further: potency means the concentration at half of the fitted maximal effect; on the % scale 0 is the no-effect control and ±100 the full control effect; the screen sought activators but most active calls are inhibition curves; nearly all actives have a fitted effect of over 45% in size
PTAP-TSG101 blk: qHTS Validation Assay for Inhibitors of HIV-1 Budding by Blocking the Interaction of PTAP/TSG101: Sytravon Library Screen; 44,000 tested, under 10 active; Fluorescence polarization, FITC-PTAP peptide/Tsg101, 20 min; Potency, µM (titrated, usually from 115 µM), inactives show at the highest dose activity change, negative = inhibition, actives largely listed as inhibitors; Tumor susceptibility gene 101 protein (Homo sapiens), Q99816; AID 1347069, 2019; further: potency means the concentration at half of the fitted maximal effect; 0% is about no effect
Target sequence (Q99816 whole entry, looked up): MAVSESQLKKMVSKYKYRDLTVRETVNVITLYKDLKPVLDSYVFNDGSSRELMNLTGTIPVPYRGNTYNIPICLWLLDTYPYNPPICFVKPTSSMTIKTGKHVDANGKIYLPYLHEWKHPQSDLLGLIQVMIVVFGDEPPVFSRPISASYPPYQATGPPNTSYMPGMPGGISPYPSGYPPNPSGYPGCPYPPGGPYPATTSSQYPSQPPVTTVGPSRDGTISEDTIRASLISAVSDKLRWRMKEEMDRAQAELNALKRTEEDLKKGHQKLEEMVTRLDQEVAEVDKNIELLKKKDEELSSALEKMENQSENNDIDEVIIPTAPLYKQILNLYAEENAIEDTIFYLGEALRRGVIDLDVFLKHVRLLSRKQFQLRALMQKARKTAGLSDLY
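Fluorescence polarization binding of Tsg101 binding domain (10 uM final) to FITC-labeled PTAP-motif peptide (50 nM final) in HEPES pH 7.5/NaCl/Tween 20/EDTA/TCEP buffer; 20 min at r.t. Actives by curve class, <25 µM, efficacy <60% inhibition.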
NTMT1 inhibitor: Primary qHTS for Inhibitors of N-terminal methyltransferase 1 (NTMT1): MTaseGlo Assay. N-terminal Xaa-Pro-Lys N-methyltransferase 1 (Homo sapiens), Q9BV86. NTMT1 MTase-Glo SAH luminescence, purified enzyme. Potency, µM (highest dose often 114 µM), inactives show at the highest dose activity change, negative = inhibition, actives largely listed as inhibitors. 59,000 compounds, 2.5% hits. AID 1645870, 2021;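 further: potency means the concentration at half of the fitted maximal effect; plate controls were DMSO vehicle for no effect and no enzyme for full effect; nearly all actives have a fitted effect of over 65% in size; many of its hits are not listed in these tables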
Target sequence (Q9BV86 whole entry, looked up): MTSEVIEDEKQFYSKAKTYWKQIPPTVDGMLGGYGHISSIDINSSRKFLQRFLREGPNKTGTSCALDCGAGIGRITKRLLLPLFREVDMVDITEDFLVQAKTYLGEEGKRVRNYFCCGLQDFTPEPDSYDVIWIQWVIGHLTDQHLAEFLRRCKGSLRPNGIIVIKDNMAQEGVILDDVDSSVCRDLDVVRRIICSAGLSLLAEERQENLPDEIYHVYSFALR
GALK inhibitor: qHTS Assay for Inhibitors of Human Galactokinase (GALK): NCGC Sytravon Library Screen; recombinant GALK, Kinase-Glo ATP luminescence, 1 h; Potency, µM (series often up to 57.5 µM), for inactives: top-dose activity, negative = inhibition, usual class: inhibitors; 44,000 tested, under 10 active;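 further: plate controls were full GALK reaction for no effect and reaction lacking GALK for full effect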
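Compounds were pinned into ATP buffer, then GALK-galactose mix was added (final 5 nM enzyme, 35 uM ATP, 100 uM galactose, pH 8.0). After 1 h at room temperature, Kinase-Glo Plus was added and luminescence read.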
An asterisk follows results filed as active; ? = inconclusive; · = not tested or not shown; [ ] = dose if it differs, or a comment. The call rests on the fitted dose curve; in most records, active means well fitted curve in the direction sought with a large enough effect; inconclusive means small, poorly fitted or top-dose-only effect, or another doubt; inactive means no such curve, though single readings can be large; an effect the other way counts as inactive or inconclusive.

SMILES	p53null 32C tox	B2AR arrestin ag	p53null 39C tox	FH mod	PTAP-TSG101 blk	NTMT1 inhibitor	GALK inhibitor
COc1ccc(N2CCN(C(=O)c3cccc(NC(=O)c4nsc5ccccc45)c3)CC2)cc1	-18%	0%	?	-19%	-3%	?	1%
CCOc1ccc(CCNC(=O)C2CCN(Cc3nc(-c4ccccc4C)oc3C)CC2)cc1OCC	1%	0%	-6%	2%	-1%	-2%	0%
CN(C)c1ccc(C(CNS(=O)(=O)c2ccc(F)cc2)N2CCCC2)cc1 (stereo unspecified)	?	0%	5%	-20%	-5%	89µM*	4%
COc1ccc(NC(=O)N2CCC(CN3CCCC3)CC2)c(OC)c1	-7%	0%	0%	-16%	-4%	0%	5%
Cc1ccc(S(=O)(=O)NCCc2nnc3ccc(SCC(=O)Nc4ccc(OC(F)(F)F)cc4)nn23)cc1	-7%	-1%	-29%	-4%	0%	8%	3%
CC(C)c1ccc(NC(=O)Cn2c(=O)oc3cc(S(=O)(=O)N4CCCC4)ccc32)cc1	6%	-3%	-16%	-22%	-6%	0%	5%
Cc1cc(NC(=O)CN(C)S(=O)(=O)c2ccc3c(c2)CCCC(=O)N3)ccc1Br	-8%	-1%	-21%	-14%	-6%	17%	-5%
Cc1cccc(N2CCN(C(=O)CCS(=O)(=O)c3ccc4c(c3)CC(=O)N4C)CC2C)c1 (stereo unspecified)	5%	0%	0%	0%	-4%	-6%	0%
Fc1ccc(Cc2cn3cc(-c4ccccc4)nc3s2)cc1	4.5µM*	1%	2µM*	-2%	2%	-3%	0%
O=c1c2sc3ccccc3c2n(Cc2ccccc2F)c(=O)n1Cc1ccccc1	?	1%	16%	-5%	-6%	5%	-6%
COc1cccc(C2CC(=O)Nc3c2c(=O)n(C)c2nc4ccccc4n32)c1 (stereo unspecified)	2%	1%	-23%	-10%	-7%	5%	-4%
O=C(c1ccc2c(c1)N(Cc1cccc(Cl)c1)C(=O)c1ccccc1S2=O)N1CCN(c2cccc(C(F)(F)F)c2)CC1 (stereo unspecified)	11%	-2%	14%	-13%	-2%	-16%	-1%
CCOC(=O)c1c(C)[nH]c(C)c1S(=O)(=O)N1CCC(C(=O)N2CCN(c3cccc(Cl)c3)CC2)CC1	9%	-2%	-4%	-9%	1%	4%	0%
COc1cccc(NC(=O)CC(=O)Nc2ccc3nc4n(c(=O)c3c2)CCCCC4)c1	-4%	-4%	-5%	-8%	0%	0%	7%
COC(=O)c1ccccc1-n1cc2c(c1-c1cccc(C)c1)c(=O)n(C)c(=O)n2C	1%	0%	31%[activator]	4%	-1%	-5%	0%
Cc1sc2c(c1C)c(=O)n(-c1ccc(Cl)cc1)c(=O)n2Cc1cc(=O)n2ccccc2n1	2%	0%	0%	11%	-1%	10%	-3%
COc1cc(OC)cc(C(=O)N2CCN(C(=O)COc3ccccc3)CC2)c1	-2%	0%	-3%	-3%	-19%	10%	3%
Cc1ccccc1Nc1nn2c(=O)c3ccc(C(=O)NCC(C)c4ccccc4)cc3nc2s1 (stereo unspecified)	2%	2%	-2%	-14%	-2%	2%	2%
CCOC(=O)c1cnn(-c2cccc(F)c2)c1C1CCNCC1	1%	-2%	-13%	-10%	-3%	-16%	-2%
COc1ccc(NC(=O)CN2C(=O)COc3ccc(S(=O)(=O)NC4CCCC4)cc32)cc1OC	-8%	-1%	-6%	-3%	-2%	1%	0%
CCc1ccc(NC(=O)Cn2c(=O)n(CCC(C)C)c(=O)c3cccnc32)cc1	-5%	1%	-15%	9%	-3%	14%	5%
O=C(CSc1nc(-c2ccccc2)no1)N1CCCCC1	-16%	-2%	-18%	-44%	0%	-5%	6%
Cc1cc(Nc2cccc(Cl)c2)nc2ccc(NC(=O)Cc3c(F)cccc3Cl)cc12	4%	-1%	-15%	-10%	5%	-2%	3%
Cc1ccc(C(CC(=O)NCC2(c3ccccc3)CCCC2)c2ccccc2)c(O)c1 (stereo unspecified)	-5%	0%	?	·	1%	·	8%
CCc1ccc(CNC(=O)CCCn2ccc3cc(S(=O)(=O)N4CCCC4)ccc32)cc1	-19%	0%	?	-22%	3%	?	0%
(list continues)
SMILES	p53null 32C tox	B2AR arrestin ag	p53null 39C tox	FH mod	PTAP-TSG101 blk	NTMT1 inhibitor	GALK inhibitor
CN(Cc1ccccc1)C(=O)C1CCN(Cc2cc3ccccc3n2Cc2ccccc2)CC1	15%	-2%	14%	-27%	0%	-26%	-8%
O=S(=O)(NCC(Nc1ccc(Cl)cc1)c1ccccc1)c1ccccc1 (stereo unspecified)	?	-4%	?	?	-3%	12%	7%
CC(=O)c1cccc(NC(c2ccc(F)cc2)c2nnc(-c3ccccc3)o2)c1 (stereo unspecified)	16%	4%	21%	-16%	-3%	?	-2%
COc1ccc(-c2nc(Cn3c(=O)cc(C)c4c(C)nn(-c5ccccc5)c43)c(C)o2)c(OC)c1	-7%	0%	-3%	-23%	0%	9%	0%
CC1CCCN(CCCNC(=O)c2cc3c(Cl)nc4ccccc4c3s2)C1 (stereo unspecified)	2%	0%	-29%	-4%	-7%	?	1%
COc1ccc(OC)c(CNC(=O)c2cc(S(=O)(=O)N3CCC(C)CC3)cn2C)c1	7%	2%	4%	-8%	-2%	-17%	0%
O=C(Cn1c(=O)n(-c2ccc(F)c(Cl)c2)c(=O)c2sc3ccccc3c21)NC1CCCCC1	-9%	1%	-14%	-4%	0%	9%	8%
O=C(Nc1cc(C(F)(F)F)ccc1Cl)c1ccc2c(c1)CCN2S(=O)(=O)c1ccccc1	1%	-1%	-8%	-34%	0%	9%	3%
Cc1ccc2nc(-c3ccc(Cl)c(NC(=O)COc4cccc(C)c4C)c3)oc2c1	-3%	1%	-17%	6%	-4%	4%	9%
COc1ccc(NC(=O)CC2C(=O)N(c3ccc(C)cc3)C(=O)N2CCc2ccccc2)cc1 (stereo unspecified)	6%	0%	3%	-15%	-1%	2%	2%
Cc1ccc(C(=O)N2CCc3cc(CNS(=O)(=O)c4cccs4)ccc32)cc1	1%	0%	-36%	-14%	9%	-4%	-4%
O=C(COc1ccccc1[N+](=O)[O-])Nc1cc(-c2nc3cc(Cl)ccc3o2)ccc1Cl	-5%	0%	2%	-3%	-2%	-3%	0%
CCn1ccc2c(OCC(=O)Nc3ccccc3C)cccc2c1=O	-7%	-3%	8%	-27%	2%	-7%	-2%
COc1ccc(C2=NC(c3ccncc3)=Nc3ccc(Br)cc3N2)cc1	-2%	-1%	-9%	-14%	-2%	-19%	0%
O=C(Nc1ccc(F)cc1F)C1CCN(S(=O)(=O)c2ccc3[nH]c(=O)ccc3c2)CC1	3%	-1%	12%	1%	0%	-7%	-4%
Cc1cc(Oc2nc3ccccn3c(=O)c2/C=C(\C#N)c2nc3ccccc3s2)ccc1Cl	-11%	0%	-22%	0%	-22%	9%	0%
CCOc1ccc2nc(N3CCC(C(=O)Nc4ccc(Br)cc4F)CC3)sc2c1	-18%	-2%	-13%	0%	4%	14%	9%
CC1CCCN(c2cc3c(cc2F)c(=O)c(S(=O)(=O)c2cccc(Cl)c2)cn3C)C1 (stereo unspecified)	-9%	12%	-12%	-23%	0%	-6%	1%
Cc1cccc(NC(=O)c2ccc3nc(C(C)C)oc3c2)c1C	9%	0%	?	5%	0%	5%	2%
COc1cccc2c1cc1c(=O)n(CC(=O)O)nc(C)n12	-1%	0%	-5%	-3%	-4%	1%	11%
CCOC(=O)c1sc2ccccc2c1S(=O)(=O)N1CCN(c2cc(C)ccc2C)CC1	-4%	-1%	6%	-17%	-6%	-8%	-1%
Cc1ccc(CCNC(=O)Cn2c(-c3cccs3)cc3ccccc32)cc1	2%	1%	-3%	-6%	-4%	12%	4%
O=C(CCn1c(=O)c2cccn2c2cccnc21)N1CCN(c2ccc(Cl)cc2)CC1	2%	1%	-11%	1%	-8%	?	-7%
CCC(C(=O)NCCc1ccccc1)n1nc(C)c2sc3ccccc3c2c1=O (stereo unspecified)	-15%	-2%	-18%	5%	3%	3%	3%
O=C(Nc1ccc(F)cc1F)c1cc(-c2ccc3c(c2)OCO3)on1	8%	-2%	0%	·	0%	·	-5%

Ordered by formula weight (smallest number first): part of the list above
SMILES	p53null 32C tox	B2AR arrestin ag	p53null 39C tox	FH mod	PTAP-TSG101 blk	NTMT1 inhibitor	GALK inhibitor
CCn1ccc2c(OCC(=O)Nc3ccccc3C)cccc2c1=O	-7%	-3%	8%	-27%	2%	-7%	-2%
CC(=O)c1cccc(NC(c2ccc(F)cc2)c2nnc(-c3ccccc3)o2)c1 (stereo unspecified)	16%	4%	21%	-16%	-3%	?	-2%
COc1ccc(C2=NC(c3ccncc3)=Nc3ccc(Br)cc3N2)cc1	-2%	-1%	-9%	-14%	-2%	-19%	0%
O=C(COc1ccccc1[N+](=O)[O-])Nc1cc(-c2nc3cc(Cl)ccc3o2)ccc1Cl	-5%	0%	2%	-3%	-2%	-3%	0%
CCOc1ccc2nc(N3CCC(C(=O)Nc4ccc(Br)cc4F)CC3)sc2c1	-18%	-2%	-13%	0%	4%	14%	9%
O=C(Cn1c(=O)n(-c2ccc(F)c(Cl)c2)c(=O)c2sc3ccccc3c21)NC1CCCCC1	-9%	1%	-14%	-4%	0%	9%	8%

2 entries from above, with values under each structure.
Value order – p53null 32C tox	B2AR arrestin ag	p53null 39C tox	FH mod	PTAP-TSG101 blk	NTMT1 inhibitor	GALK inhibitor
CCc1ccc(CNC(=O)CCCn2ccc3cc(S(=O)(=O)N4CCCC4)ccc32)cc1
 : -19%	0%	?	-22%	3%	?	0%
CN(Cc1ccccc1)C(=O)C1CCN(Cc2cc3ccccc3n2Cc2ccccc2)CC1
 : 15%	-2%	14%	-27%	0%	-26%	-8%

A portion of the library. The share of hits here may be higher or lower than overall.
